Screening data as filed in PubChem BioAssay.
LEDGF integ inh: blocks HIV-1 LEDGF/p75-dependent DNA integration | TR-FRET IN-LEDGF/p75 DNA integration, Eu/Cy5 | inhibition, % at 3.7 µM | AID 743269 | 370,000 compounds, 0.64% hits;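 active = inhibition above the screen-wide mean plus 3 SD, cut at about 13% in these data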;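 also: signal is the Cy5 over europium emission ratio at 671 and 618 nm; 0% = plate median of compound wells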
PG9 binder: PG9 antibody binding by small molecule. TR-FRET gp120-PG9 antibody binding. 360,000 compounds, 0.43% hits. inhibition, % at 6.7 µM; in the data active = inhibition above about 8.5%
rCAG binder: molecules binding r(CAG) RNA repeats | r(CAG) RNA repeat, TO-PRO-1 dye displacement fluorescence | inhibition, % at 3 µM | 370,000 compounds, 1.3% hits;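 active = inhibition above the plate cutoff, the mean of all test compounds on that plate plus 3 SD, cut at about 35% in these data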;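 also: 0% = DMSO alone and 100% = 100 µM mitoxantrone as full dye displacement; higher means more dye released from RNA so lower well fluorescence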
TCR-CD3 inh: human TCR-CD3 binding inhibition | TAMRA-labeled TCR probe fluorescence, biochemical | inhibition, % at 9.4 µM | 360,000 compounds, 0.37% hits; in the data active = inhibition above about 19%;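 also: recombinant mutant TCR 2C K166C tagged with TAMRA read by polarization; 0% = receptor in buffer alone and 100% = receptor with positive control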
TDP2 absorb: blocks human TDP2 phosphodiesterase activity; recombinant TDP2, T5PNP hydrolysis, p-nitrophenol absorbance 415 nm; inhibition, % at 12.8 µM; 370,000 compounds, 0.34% hits;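 active = inhibition above the mean of all tested compounds plus 3 SD, set per campaign, cut at about 25% in these data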;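 also: 0% = DMSO with enzyme and 100% = buffer with substrate but no TDP2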
Target sequence (O95551 whole entry, looked up): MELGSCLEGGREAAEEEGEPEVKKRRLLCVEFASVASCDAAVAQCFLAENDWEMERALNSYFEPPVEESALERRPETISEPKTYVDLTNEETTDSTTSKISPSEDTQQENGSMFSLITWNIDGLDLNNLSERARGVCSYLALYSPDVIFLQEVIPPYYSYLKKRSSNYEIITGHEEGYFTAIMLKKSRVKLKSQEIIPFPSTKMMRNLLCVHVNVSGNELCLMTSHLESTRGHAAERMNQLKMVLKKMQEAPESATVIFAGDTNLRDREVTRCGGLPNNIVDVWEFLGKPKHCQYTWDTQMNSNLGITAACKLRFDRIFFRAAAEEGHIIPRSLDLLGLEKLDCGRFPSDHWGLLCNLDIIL
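System – recombinant human TDP2 · Amount – 120 nM TDP2 per well · Buffer or medium – Mg2+-containing Tris-HCl buffer, pH 7.5 · Reagent – T5PNP substrate, 5 mM · Dosing – 12.8 µM single point, 1% DMSO · Incubation – 2 h at 37 °C · Measured by – epi absorbance · Read-out basis – percent inhibition · Benchmarks – high control without enzyme, low control DMSO plus TDP2 · Repeats – singlicate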
ABHD4 inh: inhibitors of mouse ABHD4. 370,000 compounds, 0.54% hits. AID 720543. Q8VD66. inhibition, % at 8.92 µM. purified mABHD4, FP-Rh probe fluorescence polarization;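 active = inhibition exceeding the mean over every tested compound plus 3 SD, cut at about 30% in these data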;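 also: 0% = plate median of compound wells and 100% = S159A mutant with DMSO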
Target sequence (Q8VD66 whole entry, looked up): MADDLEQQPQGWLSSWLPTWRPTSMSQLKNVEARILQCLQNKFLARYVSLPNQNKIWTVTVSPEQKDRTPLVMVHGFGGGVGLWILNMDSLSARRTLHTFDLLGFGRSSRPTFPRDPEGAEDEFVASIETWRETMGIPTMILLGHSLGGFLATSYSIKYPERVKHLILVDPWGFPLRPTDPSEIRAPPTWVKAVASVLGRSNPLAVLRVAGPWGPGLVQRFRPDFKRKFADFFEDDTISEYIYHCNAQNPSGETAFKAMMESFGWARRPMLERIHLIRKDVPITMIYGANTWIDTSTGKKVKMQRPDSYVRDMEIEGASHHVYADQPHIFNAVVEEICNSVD
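assay system = mABHD4 protein | compound dosing = single nominal dose of 8.92 µM, 0.89% DMSO final | read-out basis = percent inhibition of probe binding, normalized to plate controls | schedule = Enzyme–compound pre-incubation 45 min, then probe 60 min, both 25 °C | detection = fluorescence polarization, excitation 525 nm, emission 598 nm, BODIPY TMR filters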
HTRA1 inhibitor: inhibitors of human serine peptidase HTRA1. recombinant HTRA1, FP-rhodamine activity-based probe, fluorescence polarization. inhibition, % at 5.96 µM. 340,000 compounds, 0.5% hits. AID 504803; in the data active = inhibition above about 36%;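 also: 0% = enzyme with DMSO and 100% = wells lacking enzyme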
Rev-erbA mod: modulates human Rev-erb alpha binding to DNA | P20393 | Rev-erbα–FITC-DNA binding, fluorescence polarization, 90 min | activity, % at 10 µM | 370,000 compounds, 0.79% hits | AID 1259318;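 active = activity above about 14%, limit read from the data; passing the limit was not always enough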;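 also: 0% = DMSO wells with 35 nM protein and 100% = DMSO wells with 750 nM protein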
PRMT1 FP inh: inhibitors of human PRMT1 | Q99873 | inhibition, % at 2.79 µM | recombinant PRMT1, activity-based probe fluorescence polarization | 370,000 compounds, 1.3% hits | AID 652257;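 active = inhibition above about 21% made by adding two undisclosed values, limit read from the data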
SIAE primary: inhibitors of human sialic acid acetylesterase SIAE. Q9HAT2. SIAE FP-Rh probe binding, fluorescence polarization. inhibition, % at 9.66 µM. 370,000 compounds, 0.69% hits. AID 1053197;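 active = inhibition above a cutoff: mean of compounds within the control limits plus 3 SD of those, cut at about 17% in these data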;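 also: 0% = plate median of compound wells and 100% = probe without SIAE protein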
Starred values were filed as active, the others as inactive; · = no result given; & = joins results of further samples.

Below each SMILES: PRMT1 FP inh, TDP2 absorb, PG9 binder, ABHD4 inh, HTRA1 inhibitor, rCAG binder, Rev-erbA mod, SIAE primary, LEDGF integ inh, TCR-CD3 inh
- CC[C@]12c3[nH]c4ccc(Cl)cc4c3CCN1C(=O)[C@@H](CC(=O)NCCCN(C)C)C[C@@H]2C(=O)N1CCN(C(=O)C2CC2)CC1
 : 3, -5, -0.4, -7, 2, 9, -4, -5, -2, 0
- Cc1csc(Sc2ccc(S(=O)(=O)N3CCCC3)cn2)n1
 : 2, 2, 2.1, 0, 2, -5, 2, 3, -4, -4
- O=C(COC(=O)CN1C(=O)C2CCCCC2C1=O)Nc1cc(F)ccc1F (stereo not given)
 : -2, 6, -1.1, -2, -1, -3, -4, 12, -3, 2
- O=C1C=C(N2CCN(c3ccccn3)CC2)C(=O)c2c(O)ccc(O)c21
 : 2, 3, -4.0, 13, 38*, 5, -3, 6, 0, 1
- Nc1ncnc2nc(SCc3ccc(Cl)cc3Cl)[nH]c12
 : -2, 7, 0.8, 7, -1, 4, 7, 21*, 0, 5
- N#C/C(=C(/O)COC(=O)c1ccc(Cl)c(S(=O)(=O)N2CCOCC2)c1)c1nc2ccccc2[nH]1
 : -1, 4, 0.3, 2, -3, 3, -2, 4, -2, 2
- Nc1nc(SCc2ccccc2Cl)ns1
 : 4, 8, 0.1, -11, -6, -1, 8, -4, 1, 4
- O=C1c2ccccc2C(Nc2cccc(C(F)(F)F)c2)N1Cc1ccco1 (stereo not given)
 : 0, 3, -0.6, -15, -33, -5, -2, -2, 0, 3
- COc1cc(S(N)(=O)=O)c(OC)cc1N
 : 0, 13, -1.4, 0, 5, -3, 3, 3, -1, 0
- COc1cc(/C=N/NC(=O)c2nnn(-c3nonc3N)c2C(C)C)ccc1O
 : 0, -5, -1.0, 7, -10, 4, 8, 14, -7, 4
- O=C1CN(C(=O)c2ccccc2F)C(c2ccccc2)c2cc(Cl)ccc2N1 (stereo not given)
 : -4, -19, -1.6, -6, -11, -3, -2, 3, -1, 1
- COc1ccc(C(c2nnnn2Cc2cccs2)N2CCN(c3ccc(F)cc3)CC2)cc1OC (stereo not given)
 : -2, 2, -0.1, -4, -7, -8, 3, -1, 0, 2
- CN(C(=O)CN(CCO)CC(=O)N(C)C(C)(C)Cc1ccccc1)C(C)(C)Cc1ccccc1
 : -4, -7, -1.2, 12, 15, -1, -5&3, 4, 1, 4
- COCCn1c(=O)[nH]c2cc(C(=O)N3CCN(Cc4ccc5c(c4)OCO5)CC3)ccc2c1=O
 : 4, 0, 1.5, -6, -1, -1, -2, 6, 0, -1
- O=C(COC(=O)c1cccc(F)c1)NC(=O)NCc1ccccc1
 : 3, -7, 1.6, -1, 5, 3, -1, 3, -6, 3
- Cc1cccc(N2CCN(C(=O)c3cccc(N4C(=O)C5C6C=CC(C6)C5C4=O)c3)CC2)c1C (stereo not given)
 : 5, 20, -0.2, 3, 6, 0, 6, 9, 3, 7
- COc1ccc(C(=O)OCc2c(-c3ccccc3)ncc3ccccc23)cc1
 : -2, -1, 0.5, -21, -62, 3, 1, -5, 1, 0
- [O-][n+]1c2ccccc2c2n1CCN=C2c1ccc(Cl)cc1
 : 2, 4, 0.0, 5, -5, 1, -5, 5, -1, -3
- OCC[C@@H]1C[C@@H](O)[C@H](O)[C@]2(Cc3ccccc3O2)O1
 : 1, 7, -2.3, 3, -4, 2, -5, 2, 1, 1
- CC1CN(C(=O)c2cc3cc([N+](=O)[O-])ccc3s2)CC(C)O1 (stereo not given)
 : -2, -11, -2.1, 2, 2, -4, -1, -3, -3, 3
- Cc1ccc(NC(=O)CN2C(=O)NC(Cc3ccccc3)C2=O)cc1Cl (stereo not given)
 : 1, 5, 1.2, -3, 5, 1, -1, -2, -3, 0
- O=C(Nc1ncc(Cc2ccccc2Cl)s1)C1=NCCN1
 : 0, -10, -3.3, 4, 4, 4, -4, 2, 4, 5
- Cc1cnn(Cc2ccccc2)c1N
 : -2, -17, -1.6, -5, 2, -1, -2, 2, 7, -2
- CCOC(=O)N1CCC(N2C(=O)c3ccccc3C2Nc2ccc(S(=O)(=O)N3CCOCC3)cc2)CC1 (stereo not given)
 : 3, -3, 0.7, 1, 2, -3, -4, 4, -5, -1
- C[C@H](NC(=O)N1CCn2c1nc1ccccc12)C(=O)NCc1ccco1
 : -1, 20, -0.5, -3, 6, 2, -6, -4, 1, 6
- CCCn1c(C(O)c2cc(OC)c(OC)c(OC)c2)nc2ccccc21 (stereo not given)
 : 0, -6, 0.6, 6, 4, -5, -9, -1, 3, 6
- CCOC(=O)C1=C(N)Oc2cc(C)[nH]c(=O)c2C1c1ccncc1 (stereo not given)
 : -6, 13, 1.5, 2, -6, 0, -4, -1, -2, 1
- COc1ccc(C2(C)NC(=O)N(CC(=O)Nc3ccc4c(c3)CCC4)C2=O)cc1OC (stereo not given)
 : 0, -2, -0.2, -3, -3, 3, 2, 0, -4, 6
- CNC(=O)[C@@H]1C[C@H]1[C@@H](NC(=O)CNC(=O)OCc1ccccc1)c1ccccc1
 : 1, -5, -2.2, 3, ·, 1, 4, 1, -1, -5
- O=C1CC(N2CCN(c3ccccc3)CC2)C(=O)N1c1ccc2c(c1)OCCO2 (stereo not given)
 : 4, 10, 0.7, 8, 5, -5, -1, 2, -2, 4

Some entries already given, reduced to PRMT1 FP inh, LEDGF integ inh and HTRA1 inhibitor.
Molecule | PRMT1 FP inh | LEDGF integ inh | HTRA1 inhibitor
CCOC(=O)N1CCC(N2C(=O)c3ccccc3C2Nc2ccc(S(=O)(=O)N3CCOCC3)cc2)CC1 (stereo not given) | 3 | -5 | 2
O=C1c2ccccc2C(Nc2cccc(C(F)(F)F)c2)N1Cc1ccco1 (stereo not given) | 0 | 0 | -33

Following part.
Below each SMILES: PRMT1 FP inh, TDP2 absorb, PG9 binder, ABHD4 inh, HTRA1 inhibitor, rCAG binder, Rev-erbA mod, SIAE primary, LEDGF integ inh, TCR-CD3 inh
- CC1(c2ccc(Cl)cc2)NC(=O)N(CC(=O)NCCC2=CCCCC2)C1=O (stereo not given)
 : 2, -5, -0.6, 1, -9, 0, -1, -1, 2, 7
- CN(c1ccccc1)S(=O)(=O)c1cccc(C(=O)NCc2ccccc2CN2CCCC2)c1
 : 2, 0, 0.5, -3, -9, 2, -3, 1, 0, -3
- O=c1[nH]c(=O)n(C2CC(O)C(CO)O2)cc1I (stereo not given)
 : 3, 5, 1.9, 2, 3, 2, -2, 0, 1, 3
- CCOc1ccc(NC(=S)N(CCc2c(C)[nH]c3ccc(C)cc23)Cc2ccncc2)cc1
 : 5, 0, -0.8, 9, -9, 6, -1, 12, 2, -5
- O=C(O)c1ccc(-c2nnc(-c3ccccc3)o2)cc1
 : -5, 5, -0.7, 5, 0, -2, 0, 0, 0, 0
- COc1ccc2c(COC(=O)CC3Sc4ccccc4NC3=O)cc(=O)oc2c1 (stereo not given)
 : -3, 2, -1.7, -4, -29, 21, 0, -8, 0, 5
- CCCCCOc1ccc(C(=O)CCC(=O)N2CCCC2)cc1
 : -2, -3, -1.4, -15, -4, -5, -3, -9, 0, -4
- Cc1cc(Nc2cccc(F)c2)n2c(n1)nc1ccccc12
 : 0, -1, -0.3, -4, 5, -3, 1, -3, -2, -1
- OCCNc1nc(SCc2ccccc2)nc2sc3c(c12)CCC3
 : 19, 4, -1.1, -5, -20, 16, 1, 14, 0, 4
- O=C(CNC(=S)N(Cc1ccccc1)Cc1cccnc1)NC1CCCCC1
 : 0, 8, -3.2, 5, -16, -9, -8, 11, 0, 1
- O=C(Nc1ccc(Br)cc1)c1ccc(N2C(=O)C3CCCCC3C2=O)cc1 (stereo not given)
 : -1, -4, -2.5, -2, 1, -5, 4, 3, -2, 8
- Cc1cccc(NS(=O)(=O)c2csc(C(N)=O)c2)c1
 : -4, 5, -1.1, -5, 7, 1, 2, 3, 4, 3
- O=c1cc(-c2ccccc2)c2ccc(O)c(CN3CCCCC3)c2o1
 : 0, -11, -2.6, 1, 6, -2, -2, 7, 1, -3
- Cc1nnc2ccc(-c3ccc(NS(=O)(=O)c4ccccc4)cc3)nn12
 : -1, -8, -0.2, -2, -2, 5, 1, -4, 7, 1
- Cc1ccc(OCCNC(=O)c2cc(C(=O)NCCOc3ccc(C)cc3)cc([N+](=O)[O-])c2)cc1
 : 3, 3, -0.1, -11, -36, 6, 1, -29, -1, -1
- COc1ccc(CCNC(=O)COC(=O)COc2ccc(Cl)cc2)cc1OC
 : -2, 5, -1.4, 7, -4, -2, 6, -2, 1, 3
- COc1ccccc1Cc1c(C2CCCCC2)nc2c(C)cc(Br)cn12
 : 4, -1, -1.7, -3, ·, 8, -7, -7, -3, -1
- O=C(Nc1ccon1)c1ccc(OC2CCCC2)cc1
 : -3, -7, 0.1, -1, -11, -4, 0, -1, 2, 7
- CCOc1cc(/C=C2\N=C(C)OC2=O)cc(Br)c1OCCc1ccccc1
 : 1, 1, -3.4, 16, -7, 33, ·, -2, 2, 3
- COc1cc(/C=C/C(=O)OCC(=O)Nc2cc(S(=O)(=O)N3CCCC3)ccc2Cl)cc(OC)c1OC
 : 3, 9, 1.2, -16, -17, 12, 6, -7, 3, -2
- CC1(C)CC(=O)C(CSC(=O)c2ccccc2)C(=O)C1
 : 24*, -6, 0.2, -1, 1, 1, 12, 5, -4, -10
- CCN(CC)S(=O)(=O)c1cc(NS(=O)(=O)c2ccc(Cl)c(C(=O)O)c2)ccc1C
 : 0, 16, -2.0, -6, -4, 16, -1, 1, 0, 2

Arranged by length of the SMILES (highest first): 3 of the compounds above
Below each SMILES: PRMT1 FP inh, TDP2 absorb, PG9 binder, ABHD4 inh, HTRA1 inhibitor, rCAG binder, Rev-erbA mod, SIAE primary, LEDGF integ inh, TCR-CD3 inh
- CCOC(=O)N1CCC(N2C(=O)c3ccccc3C2Nc2ccc(S(=O)(=O)N3CCOCC3)cc2)CC1 (stereo not given)
 : 3, -3, 0.7, 1, 2, -3, -4, 4, -5, -1
- O=c1[nH]c(=O)n(C2CC(O)C(CO)O2)cc1I (stereo not given)
 : 3, 5, 1.9, 2, 3, 2, -2, 0, 1, 3
- Nc1nc(SCc2ccccc2Cl)ns1
 : 4, 8, 0.1, -11, -6, -1, 8, -4, 1, 4

Not all compounds are listed. The share of hits here may be higher or lower than overall.
